Assay outcomes as filed in PubChem.
HePTP inh – inhibitors of human HePTP phosphatase, primary screen, biochemical, absorbance, leukemia target; 110,000 tested, 0.64% active; recombinant HePTP phosphatase activity, OD absorbance; inhibition, % at 20 µM; in the data active means inhibition above about 50%;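 further: plate controls were vehicle for no effect and reference inhibitor for full effect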
Target sequence (P35236 whole entry, looked up): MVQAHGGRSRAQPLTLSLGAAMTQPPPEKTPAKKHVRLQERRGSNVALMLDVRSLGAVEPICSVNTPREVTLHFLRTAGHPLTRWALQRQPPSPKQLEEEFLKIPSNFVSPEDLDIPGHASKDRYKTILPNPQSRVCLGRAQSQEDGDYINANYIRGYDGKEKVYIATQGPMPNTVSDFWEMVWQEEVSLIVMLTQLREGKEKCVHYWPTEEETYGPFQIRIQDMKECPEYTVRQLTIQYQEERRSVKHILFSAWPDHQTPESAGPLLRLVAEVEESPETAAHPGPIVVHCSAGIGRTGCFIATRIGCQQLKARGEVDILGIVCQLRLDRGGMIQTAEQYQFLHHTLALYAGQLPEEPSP
BAP1 inh – inhibitors of BAP1 deubiquitinase, primary screen, biochemical, Ub-AMC fluorescence, kinetic | recombinant BAP1, Ub-AMC hydrolysis fluorescence kinetic; active compounds read low | activity remaining (% of control), % at 20 µM | 72,000 tested, 0.48% active;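 active means activity remaining at or below 50% of control, provided the compound also passes the data quality filters; inactive means the rest, including low values that fail the filters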;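 further: 100% = DMSO wells rate and 0% = substrate alone blank rate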
Target sequence (Q92560 whole entry, looked up): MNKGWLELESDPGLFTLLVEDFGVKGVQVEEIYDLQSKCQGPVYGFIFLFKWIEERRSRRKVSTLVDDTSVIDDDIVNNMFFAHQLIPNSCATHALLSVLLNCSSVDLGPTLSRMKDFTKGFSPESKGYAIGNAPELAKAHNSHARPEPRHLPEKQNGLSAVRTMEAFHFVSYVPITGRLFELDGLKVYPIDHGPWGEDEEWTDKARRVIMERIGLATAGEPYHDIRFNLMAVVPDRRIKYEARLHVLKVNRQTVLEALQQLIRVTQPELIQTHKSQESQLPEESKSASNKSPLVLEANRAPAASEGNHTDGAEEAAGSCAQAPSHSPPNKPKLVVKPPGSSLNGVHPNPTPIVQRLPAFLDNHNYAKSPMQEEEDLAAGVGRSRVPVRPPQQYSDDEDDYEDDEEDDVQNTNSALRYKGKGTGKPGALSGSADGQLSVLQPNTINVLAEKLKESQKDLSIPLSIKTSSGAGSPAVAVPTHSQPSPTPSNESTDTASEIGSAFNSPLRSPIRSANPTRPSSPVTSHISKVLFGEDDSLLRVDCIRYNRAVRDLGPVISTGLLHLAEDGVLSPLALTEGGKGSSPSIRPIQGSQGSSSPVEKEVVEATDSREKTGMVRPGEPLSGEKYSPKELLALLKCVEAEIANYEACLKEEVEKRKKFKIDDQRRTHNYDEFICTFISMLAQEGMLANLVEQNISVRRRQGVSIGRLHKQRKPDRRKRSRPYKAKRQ
* = called active by the depositor; i = inactive; · = no result given; & = joins results of further samples.

SMILES	HePTP inh	BAP1 inh
CCC(=O)N1CCCc2cc(S(=O)(=O)NCc3cccs3)ccc21	6.5	97.1
CN(C)CCNC(=O)C(C(=O)c1ccccc1)n1ccccc1=O (stereo not drawn)	-4.0	101.9
Cc1ccc(-c2nc3ccccc3c(=O)n2CCCN2CCOCC2)cc1	5.3	107.8
CC1=C(CC(=O)O)c2cc(F)ccc2/C1=C\c1ccc(S(C)(=O)=O)cc1	·	90.1
NC(=O)c1ccccc1O	·	65.7
Fc1cccc(CN2CCN(c3ncccn3)CC2)c1	9.1	109.3
CC(Sc1ccc(Br)cc1)C(N)=O (stereo not drawn)	7.7	121.1
COC(=O)c1ccccc1NS(=O)(=O)c1cccs1	8.1	·
C=CCN1C(=O)NC(=O)/C(=C/c2ccc(OCc3ccccc3F)cc2)C1=O	5.2	·
Cc1c(S(=O)(=O)N2CCN(c3cccc(C(F)(F)F)c3)CC2)c(=O)n(C)c(=O)n1C	5.5	102.0
CC(C)N(Cc1nc(-c2ccccc2)no1)C(=O)C(C)(C)C	10.1	84.6
C/C(=C1/SC(N2CCOCC2)=NC1=O)c1ccc(Br)cc1	3.7&5.5	91.6
CC(C)c1ccc(-c2csc(NC(=O)c3ccc(Br)cc3)n2)cc1	·	52.6
Cc1cccc2sc(NC(=O)/C=C\C(=O)O)nc12	-7.4	·
CN1CCN(c2cc(N3CCN(CCO)CC3)ccc2[N+](=O)[O-])CC1	3.1	121.5
Cc1ccc(C2N(c3ccccc3)C(=O)N3CCCN23)cc1 (stereo not drawn)	6.5	·
O=C(O)c1ccc(/C=C/C(=O)c2ccc3c(c2)OCCO3)cc1	-23.7	·
CCCOc1ccc2c3c(c(=O)oc2c1)CCCC3	1.6	·
O=[N+]([O-])c1ccc(Cl)c(-n2ncnc2-c2cccc(Cl)c2)c1	-1.5	·
Cc1ccc(-c2c(C#N)c(N)nc3c2CCCC3)s1	-3.2	·
O=C(NCc1ccc(Cl)cc1)c1cc(-c2cccs2)on1	4.7	82.7
CCOc1cc(/C=C2\C(=O)NC(C)=C2C(=O)OC)ccc1O	3.5	·
C=CCOc1c(Cl)cc(/C=N/O)cc1OC	6.3	103.3
Cc1cc(C)nc(N2CCCC(C(=O)Nc3cc(F)ccc3C)C2)n1 (stereo not drawn)	4.2	93.1
CCSc1nnc(Cn2c(=O)sc3ccccc32)n1-c1ccccc1C	10.0	92.4
Next section
SMILES	HePTP inh	BAP1 inh
CCOc1ccc(N(CC(=O)Nc2cccc(OC)c2)S(=O)(=O)c2ccc(SC)cc2)cc1	7.7	·
CN(C)c1ccc(/C=C(\C#N)c2nc(-c3ccc4c(c3)OCO4)cs2)cc1	5.7	·
CC(CC(=O)Nc1ccncc1)c1ccccc1 (stereo not drawn)	2.3	86.9
COc1ccc(CCNC(=O)CCN2C(=O)C3CC=CCC3C2=O)cc1OC (stereo not drawn)	11.2	108.9
CCCNc1nc2c(c(=O)n(C)c(=O)n2C)n1Cc1cccc(C)c1	-12.0	94.2
COC(=O)c1ccc(C2/C(=C(\O)c3cccc(OC)c3)C(=O)C(=O)N2CCCN(C)C)cc1 (stereo not drawn)	6.7	119.1
O=C(CC1OC(=O)c2ccccc21)Nc1ccccc1N1CCOCC1 (stereo not drawn)	5.6	116.7
Cc1ccccc1CN1C(=O)CSc2ccc(C(=O)N3CCOCC3)cc21	5.0	98.2
O=c1c2cc(N3CCOCC3)ccc2[nH]c(=S)n1CCCN1CCCCCC1	0.6	98.8
COc1cccc(OCCOCCOc2cccc(OC)c2)c1	3.5	·
COc1ccc(/C(O)=C2/C(=O)C(=O)N(CCCCCC(=O)O)C2c2ccc(C)cc2)cc1 (stereo not drawn)	-15.6	·
O=C(OCCN1C(=O)c2ccccc2C1=O)c1cccs1	-8.4	94.5
Cc1cc(=O)oc2cc(OCCO)ccc12	-4.6	·
COc1ccc(CNCCC(c2ccc(OC)cc2)C2CCOC(C)(C)C2)cc1 (stereo not drawn)	8.9	·
CC1CC(C)CN(C(=O)Cn2c(=O)n(CCCCC(=O)NC3CCCC3)c(=O)c3ccccc32)C1 (stereo not drawn)	-0.7	97.5
Cc1cc(C)c(C(=O)/C(=C/c2cccc(Br)c2)c2ccccc2)c(=O)[nH]1	1.4	·
CC(=O)N1CCc2cc(S(=O)(=O)NCCC(=O)NC3CCCc4ccccc43)ccc21 (stereo not drawn)	-6.9	96.8
COc1ccc(NC(=O)C23CCC(C)(C(=O)C2)C3(C)C)cc1 (stereo not drawn)	13.8	97.3
COc1ccc(NS(=O)(=O)Cc2ccccc2Cl)cn1	4.3	110.8
COCc1cc(C)nc(NC2CCCCC2)c1C#N	-0.8	i
O=C(CSc1nc2ccccc2c(=O)n1CCCC(=O)N1CCCC1)NCc1ccco1	5.6	114.9
N#Cc1ccc(C=Cc2cc(C(F)(F)F)[nH]c(=O)n2)cc1	·	99.2
C=CCNC(=O)C1CC(=O)N(c2ccc(OCC(=O)Nc3ccccc3)cc2)C1 (stereo not drawn)	-4.3	87.0
C=CCn1c(=O)/c(=C/c2ccc(C)o2)s/c1=C(/C#N)C(=O)c1ccccc1	9.9	·
Cc1cc(C(=O)OCC(=O)c2ccc(Br)s2)no1	13.0	57.6

Five consecutive records already listed, for reference:
SMILES	HePTP inh	BAP1 inh
O=C(CSc1nc2ccccc2c(=O)n1CCCC(=O)N1CCCC1)NCc1ccco1	5.6	114.9
N#Cc1ccc(C=Cc2cc(C(F)(F)F)[nH]c(=O)n2)cc1	·	99.2
C=CCNC(=O)C1CC(=O)N(c2ccc(OCC(=O)Nc3ccccc3)cc2)C1 (stereo not drawn)	-4.3	87.0
C=CCn1c(=O)/c(=C/c2ccc(C)o2)s/c1=C(/C#N)C(=O)c1ccccc1	9.9	·
Cc1cc(C(=O)OCC(=O)c2ccc(Br)s2)no1	13.0	57.6

(further entries)
SMILES	HePTP inh	BAP1 inh
CS(=O)(=O)N(CC(=O)NCCC1=CCCCC1)C1CCCCC1	2.7	100.6
CCOc1ccc(C(=O)NCc2ccncc2)cc1OCC	6.4	101.7
Cc1n[nH]c(C)c1CCC(=O)N/N=C/c1ccc(Cl)cc1Cl	2.5	·
O=C1N=C(N2CCOCC2)S/C1=C/c1cccs1	9.5	·
COc1ccc(C2CC(=O)NC(SCC(=O)Nc3ccc(Br)cc3)=C2C#N)cc1OCc1ccccc1 (stereo not drawn)	9.5	·
O=C(O)C1C(c2ccccc2)C(C(=O)OCc2ccco2)C1c1ccccc1 (stereo not drawn)	5.4	94.4
O=C(Nc1ccc(N2CCN(Cc3ccccc3)CC2)cc1)c1ncn[nH]1	11.9	92.3
O=C(c1ccc([N+](=O)[O-])cc1)N1CCN(Cc2ccccn2)CC1	-1.4	·
Cc1ccc(-c2csc3nnc(SCC(=O)N4CCN(Cc5ccccc5)CC4)n23)cc1	5.8	50.9
O=C(O)CCn1cnc2ccccc2c1=O	2.3	100.9
CC1(C(=O)NC2CCCC2)CCC(=O)N1Cc1ccccc1 (stereo not drawn)	2.2	105.0
COc1ccccc1OCCCCNC(C)(C)C	8.8&5.4	99.8
COc1cccc(/C=C2\SC(=S)N(NC(=O)c3ccncc3)C2=O)c1	-0.8	·
Cc1ccc(C(=O)O)cc1N1C(=O)c2ccc(C(=O)O)cc2C1=O	-11.9	·
COC(=O)CCC(=O)COc1ccccc1C#N	3.4	103.5
O=C(CCc1nc2ccccc2[nH]1)N1CCc2ccccc2C1	6.2	95.0
O=C(COc1ccc(Cl)cc1Cl)NNC(=O)C1COc2ccccc2O1 (stereo not drawn)	10.4	·
CC(=O)CCN(CCC(C)=O)CC1COc2ccccc2O1 (stereo not drawn)	2.6	·
COc1ccc(CCN(C(=O)/C=C/C(=O)O)C2CC(=O)N(c3ccc(F)cc3)C2=O)cc1 (stereo not drawn)	7.4	·
CC(C)(C)c1ccc(OCC(O)CS(=O)(=O)c2ccccn2)cc1 (stereo not drawn)	0.3	95.0
CCC(=NCCCn1ccnc1)c1c(C(F)(F)F)[nH]n(-c2nc3ccccc3s2)c1=O	9.0	·
CC(C)NC(=O)CN(Cc1ccccc1)S(=O)(=O)c1ccccc1	9.6&-21.5	102.2
Cc1cc(C(=O)CSc2nc3ccccc3[nH]2)c(C)n1C	8.6	102.8
CCOc1ccc(NC(=O)C2C3/C=C\CCCCC32)cc1 (stereo not drawn)	-19.9	·
Cc1[nH]c(=O)[nH]c(=O)c1CSc1nnc(CCCCCNC(=O)OC(C)(C)C)o1	6.7	98.1
New compounds follow:
SMILES	HePTP inh	BAP1 inh
CC1(C)CC(=O)C(/C=N/C(N)=O)=C(O)C1	-2.0	·
O=C1C=C(NCc2ccco2)C2(CCCCC2)O1	1.9&-4.4	89.0
Cc1cccc2c(N=NC(=O)COc3cccc(Br)c3)c(O)n(C)c12	6.0	·
Cc1cc2n(n1)C(c1ccc3c(c1)OCO3)Nc1c(C)cccc1-2 (stereo not drawn)	2.3	·
CC(C)CC(NC(N)=O)c1ccccc1 (stereo not drawn)	-3.8	·
CCOCCOC(=O)c1ccc(NC(=O)c2ccco2)cc1	5.9	·
Cc1n[nH]c(=S)n(/N=C/c2ccco2)c1=O	2.0	·
COc1ccc(-n2c(Cc3cc(=O)[nH]c(=O)[nH]3)nnc2SCC(=O)Nc2ccccc2)cc1	2.6	86.6
O=C(O)c1ccc(-c2nnc(-c3cccc(Br)c3)o2)cc1	0.2	·
Cc1noc(NS(=O)(=O)c2ccc(NC(=O)CCCOc3ccccc3)cc2)c1C	-4.7	·
COC(=O)C(C)Oc1ccc2c(c1)oc(=O)c1ccccc12 (stereo not drawn)	·	732.7
Cc1c(C(=O)OC(C)C)sc(NC(=O)c2ccc([N+](=O)[O-])cc2Cl)c1C(=O)OC(C)C	-5.5	·
O=C(O)C1C2CC/C=C\CC/C=C/CCC21 (stereo not drawn)	8.1	·
COc1cccc(NC(=O)C(=O)N/N=C/c2cc(OC)ccc2OC)c1	-6.8	·
Cc1cc(C)c2cc(CN(CCN3CCCC3)C(=O)Nc3ccc(F)cc3)c(=O)[nH]c2c1	0.2	79.1
COc1ccc2c(c1)CCc1c(C(=O)NCc3ccco3)noc1-2	3.4	88.8
Oc1ccc(O)c(-c2csc(NN=C(c3ccccc3)c3ccccc3)n2)c1	-4.6	·
CCOc1cc(C)c(S(=O)(=O)NC2CCCCC2)cc1C	6.5	125.1
O=C(Nc1ccccc1Cl)c1ccc(S(=O)(=O)N2CCOCC2)cc1	6.2&-2.2	92.1
COC(=O)C(C(=O)OC)C(C(=O)OC)C(C(=O)OC)C(=O)OC	4.5	·
O=C1CCCCC1Oc1ccc2c(-c3ccccc3)cc(=O)oc2c1 (stereo not drawn)	-1.7	·
Cc1cccnc1NC(=O)CCc1ccccc1	-22.5	·
O=C(Nc1ccccc1C(=O)N1CCOCC1)C1COc2ccccc2O1 (stereo not drawn)	9.3	82.1
CCOc1ccccc1NC(=O)c1c(NC(=O)c2ccccc2Br)sc2c1CCC2	0.9	·
Cc1ccc(N2C(=O)CC(NCc3ccco3)C2=O)cc1 (stereo not drawn)	4.8	·
Additional entries follow:
SMILES	HePTP inh	BAP1 inh
Cc1cccc(NC(NC(=O)c2ccccc2Cl)C(Cl)(Cl)Cl)c1 (stereo not drawn)	2.7	·
COc1cccc(CN2CCN(C(=O)c3ccc(F)cc3)CC2)c1OC	4.9	·
COc1ccc(CNc2cccc(C)c2)cc1OC	-24.4	·
CCOC(=O)c1ccc(NC(=O)Nc2cc(C)on2)cc1	-8.6	95.1
COc1cc2ccccc2cc1C(=O)Nc1cccc(-c2nc3ncccc3o2)c1	13.7	·
CCOc1ccc(NC(=O)COC(=O)Cn2cnnn2)cc1OCC	3.8	103.8
CC(C)(C)c1cc(NC(=O)c2cccnc2)no1	5.3	63.5
CC(=O)Nc1cccc(N2CCCC2=O)c1	6.2&6.0	133.8
CCOc1ccc(S(=O)(=O)N2CCN(c3ccccc3)CC2)c2cccnc12	-2.8	96.7
COc1cccc(C(=O)N2CCN(Cc3ccc(OC)c(Br)c3)CC2)c1	12.5	·
CCOC(=O)N1CCC(NC(=O)CC(NS(=O)(=O)c2ccc(C)cc2)c2ccco2)CC1 (stereo not drawn)	13.9	95.4
O=C(O)c1cccc(N2C(=O)C3C4C=CC(C4=C(c4ccccc4)c4ccccc4)C3C2=O)c1 (stereo not drawn)	9.5	·
COc1ccc(-c2[nH]ncc2C=O)cc1	-7.3	·
O=C(O)COc1ccccc1C=C1C(=O)NC(=O)N(c2ccccc2F)C1=O	-2.3	·
CC1(C)NC(=O)N(CC(O)COc2ccccc2C(=O)N2CCCCC2)C1=O (stereo not drawn)	-9.5	93.2
CCOC(=O)c1cccc(NC(=O)C2CCN(S(=O)(=O)c3cnc[nH]3)CC2)c1	7.4	93.3
COc1cccc(NC(=O)c2ccc(CN(c3ccccc3)S(C)(=O)=O)cc2)c1	2.7	·
Cc1ccc(-c2nc3ccc(Cl)cc3o2)cc1NC(=O)c1ccccc1F	-15.5	·
O=C(CSc1nnc2c3cc(F)ccc3nc(-c3ccccc3)n12)N1CCOCC1	-2.6	100.8
CCn1c(=O)cc(SCC(=O)Nc2ccccc2N2CCN(C)CC2)c2ccccc21	-6.2	95.5
COC(=O)C(NC(=O)C12CC3CC(CC(C3)C1)C2)C(C)C (stereo not drawn)	-0.3	·
COC(=O)C1=NNC2C(=O)N(c3ccccc3C)C(=O)C12 (stereo not drawn)	-7.0	·
Cn1c(=O)c2c(nc(SCC(=O)N3CCc4ccccc43)n2Cc2ccccc2)n(C)c1=O	9.2	103.3
Cc1ccc(/C(O)=C/c2nc3ccc(C)cc3oc2=O)cc1	10.9	·
O=C(NCc1ccccc1)/C(=N\O)c1ccccc1	-2.7	143.6

Six of the entries above in order of their number in BAP1 inh, falling:
SMILES	HePTP inh	BAP1 inh
CC(=O)Nc1cccc(N2CCCC2=O)c1	6.2&6.0	133.8
CCOc1ccc(NC(=O)COC(=O)Cn2cnnn2)cc1OCC	3.8	103.8
O=C(CSc1nnc2c3cc(F)ccc3nc(-c3ccccc3)n12)N1CCOCC1	-2.6	100.8
CCn1c(=O)cc(SCC(=O)Nc2ccccc2N2CCN(C)CC2)c2ccccc21	-6.2	95.5
CCOC(=O)c1ccc(NC(=O)Nc2cc(C)on2)cc1	-8.6	95.1
CCOC(=O)c1cccc(NC(=O)C2CCN(S(=O)(=O)c3cnc[nH]3)CC2)c1	7.4	93.3
